Shn3 3UTR inh: reduces Shn3 3'UTR luciferase signal in osteoblasts | Clone20 osteoblast Shn3 3'UTR firefly luciferase, 24 h | inhibition, % at 12.5 µM | 360,000 compounds, 0.52% hits;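 active = mean inhibition of at least 75% with every replicate also reaching 75%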;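 note: 0% = median of neutral control wells and 100% = pilot-screen positive control compound; some compounds past the cut are filed as inactive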
NR2F2 inh: blocks human COUP-TFII nuclear receptor | HEK293T NGFI-A luciferase reporter, luminescence | AID 686940 | 370,000 compounds, 0.7% hits | inhibition, % at 8.6 µM;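 active = inhibition above a per-plate cutoff, mean inhibition of test wells between control levels plus 3 SD, cut at about 38% in these data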;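 note: cells cotransfected with COUP-TFII expression vector driving the NGFI-A reporter; 0% = median of COUP-TF2 test wells and 100% = reporter-only cells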
Target sequence (P24468 whole entry, looked up): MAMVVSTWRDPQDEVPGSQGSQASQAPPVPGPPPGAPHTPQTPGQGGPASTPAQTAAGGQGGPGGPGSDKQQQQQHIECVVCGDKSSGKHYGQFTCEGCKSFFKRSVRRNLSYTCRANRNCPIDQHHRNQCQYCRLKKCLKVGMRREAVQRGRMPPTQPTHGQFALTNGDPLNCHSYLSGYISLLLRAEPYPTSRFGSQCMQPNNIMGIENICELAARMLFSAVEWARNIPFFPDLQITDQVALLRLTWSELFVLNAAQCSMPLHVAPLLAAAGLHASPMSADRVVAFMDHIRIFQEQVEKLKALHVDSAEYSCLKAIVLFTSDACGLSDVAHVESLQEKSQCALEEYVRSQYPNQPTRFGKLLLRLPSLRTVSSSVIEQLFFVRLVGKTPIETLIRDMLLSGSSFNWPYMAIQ
TRAIL sens C8: sensitizes caspase-8 expressing cells to TRAIL; AID 624354; NB7+C8 cells + TRAIL, ATPlite viability luminescence; 360,000 compounds, 1% hits; inhibition (viability loss, TRAIL sensitization), % at 10 µM;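 active = compounds causing at least 50% loss of cell viability in the single-dose screen, relative to plate controls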
KKLEB cytotox: CF airway cell cytotoxicity counter-screen; activity change (cytotoxicity), % at 5 µM; KKLEB CF airway cells viability, ATPlite luminescence, overnight; hits give low values; cells stimulated with P. aeruginosa culture filtrate; 360,000 compounds, 0.36% hits;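 active = corrected activity change at or below -50% at 5 µM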
LMP1 NFkB inh: reduces LMP1-driven NF-kappaB luciferase signal | AID 504558 | 350,000 compounds, 0.69% hits | LMP1-induced NF-kappaB luciferase reporter cells, luminescence | inhibition, % at 12.5 µM; in the data active = inhibition above about 41%;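 note: 0% = neutral control wells and 100% = reference inhibitor control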
NCOA1 inh: inhibitors of human steroid receptor coactivator 1 (SRC1); AID 588354; 360,000 compounds, 0.12% hits; Q15788; HEK293 GAL4-SRC1 luciferase reporter, luminescence; inhibition, % at 3.6 µM;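 active = inhibition above the campaign mean plus 3 SD, with each screening campaign given its own cutoff, cut at about 60% in these data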;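 note: 0% = DMSO treated cells and 100% = gossypol at 36 µM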
LRH-1 inv ag: NR5A2 inverse agonism in reporter assay; O00482; HEK293T StAR-luciferase reporter, LRH-1 transfected, 24 h; inhibition, % at 3.6 µM; 360,000 compounds, 0.13% hits;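 active = inhibition above the mean inhibition of all tested compounds plus 3 SD, cut at about 73% in these data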;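 note: 0% = DMSO wells and 100% = reporter-only cells lacking LRH-1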
Target sequence (O00482 whole entry, looked up): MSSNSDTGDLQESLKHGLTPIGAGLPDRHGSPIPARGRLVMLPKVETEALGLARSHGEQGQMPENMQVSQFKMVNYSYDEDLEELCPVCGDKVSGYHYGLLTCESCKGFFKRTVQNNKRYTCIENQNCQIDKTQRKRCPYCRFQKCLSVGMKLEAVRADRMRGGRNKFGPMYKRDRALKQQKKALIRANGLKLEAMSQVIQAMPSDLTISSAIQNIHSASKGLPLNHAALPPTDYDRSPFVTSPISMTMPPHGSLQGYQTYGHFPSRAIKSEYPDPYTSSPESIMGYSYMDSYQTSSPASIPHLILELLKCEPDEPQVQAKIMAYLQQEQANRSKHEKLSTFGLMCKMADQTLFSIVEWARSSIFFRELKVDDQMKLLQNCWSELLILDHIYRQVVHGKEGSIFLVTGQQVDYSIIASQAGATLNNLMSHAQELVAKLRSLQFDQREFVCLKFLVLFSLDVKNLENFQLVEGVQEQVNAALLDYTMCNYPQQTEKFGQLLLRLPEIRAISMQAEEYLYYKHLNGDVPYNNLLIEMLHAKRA
CF NFkB block: inhibitors of cystic fibrosis induced NF-kB; KKLEB NF-kB-GFP reporter, PAF-induced, GFP fluorescence overnight; inhibition, % at 5 µM; 360,000 compounds, 0.86% hits; AID 588850;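 active = at least 50% inhibition at 5 µM, scaled per plate between neutral and stimulator controls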;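 note: PAF is a Pseudomonas aeruginosa culture filtrate used as stimulus; plate controls were PAF-stimulated DMSO wells for no effect and unstimulated DMSO wells for full effect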
TROY signal inh: inhibitors of TROY-dependent NF-kB signaling | Q293 LMP1-TROYcd NF-kB luciferase reporter, 4 h | inhibition, % at 10 µM | 360,000 compounds, 0.98% hits;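 active = compounds whose plate-normalised and pattern-corrected inhibition of the luciferase reporter signal at the single screening dose is 50% or more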
TWEAK Fn14 block: inhibitors of TWEAK-Fn14 interaction signaling | TWEAK-stimulated Fn14 reporter cells, luciferase luminescence, 8 h | 360,000 compounds, 2% hits | inhibition, % at 10 µM; in the data active = inhibition above about 50%
SRC3 inh: inhibitors of human steroid receptor coactivator 3 (SRC3); Q9Y6Q9; HEK293 GAL4-SRC3 luciferase reporter, luminescence; inhibition, % at 3.6 µM; 360,000 compounds, 0.17% hits; AID 588352;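 active = inhibition above a per-campaign cutoff, the mean of all compounds plus 3 SD, cut at about 60% in these data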;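 note: 0% = DMSO-treated cells and 100% = gossypol-treated cells at 36 µM; higher means less SRC3-driven luciferase light from the GAL4 reporter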
Starred values were filed as active, the others as inactive; · = not tested or not shown. These rows are one share of the data; rates above refer to the full screens.

SMILES	Shn3 3UTR inh	NR2F2 inh	TRAIL sens C8	KKLEB cytotox	LMP1 NFkB inh	NCOA1 inh	LRH-1 inv ag	CF NFkB block	TROY signal inh	TWEAK Fn14 block	SRC3 inh
Cc1ccccc1NC(=O)CSc1cn[nH]n1	5.2	6.2	-7.3	0.4	0.5	-72.9	-22.5	3.5	1.2	3.3	-8.7
Cc1ccccc1N(C(=O)Cn1nnc(-c2cccs2)n1)C(C(=O)NCCC(C)C)c1ccco1 (stereo unspecified)	18.2	0.9	13.4	-19.2	-2.3	-11.3	1.1	12.4	11.9	18.6	8.9
C=CCn1cccc(C(=O)Nc2ccc(SC)cc2)c1=O	-96.2	8.8	9.2	-5.5	2.3	-78.2	-49.4	-8.5	-35.0	8.5	-56.8
C/C(=N\NC(=O)C(=O)Nc1ccc(C)cc1)c1ccncc1	10.3	-4.7	-16.6	22.4	-3.1	2.5	-4.5	-3.7	1.1	7.3	9.0
O=C(Nc1cccc(F)c1)C1CCCCC1	-11.0	5.6	-11.8	-1.2	-5.7	-18.0	-20.3	-24.7	-14.3	12.3	-10.7
CC1CCCCN1Cc1nc2c(c(=O)n(C)c(=O)n2C)n1CCc1ccccc1 (stereo unspecified)	2.8	4.4	10.6	-3.3	13.4	-1.9	11.0	-2.7	4.5	-3.9	5.6
Cc1ccc(Sc2ccc(CO)cc2[N+](=O)[O-])cc1	-4.3	0.0	3.4	1.2	3.7	17.4	4.6	15.1	-21.1	-18.1	8.0
O=C(c1ccco1)N1CCN(S(=O)(=O)c2ccc(Cl)s2)CC1	-9.3	-0.4	-2.3	-10.9	3.0	2.8	-4.0	-2.8	-9.2	46.8	19.3
CCOc1ccc(OCC)c(NC(=O)c2ccc(CNc3c(N4CCOCC4)c(=O)c3=O)cc2)c1	-26.8	-0.1	-6.1	-3.2	11.1	5.4	0.7	-15.3	2.4	1.9	-6.1
Cc1cc(C)n(-c2nc3ccccc3c(=O)n2OCC(N)=O)n1	-17.9	-0.3	-13.0	0.4	-6.6	5.9	4.9	2.9	1.9	24.2	18.0
CN(NS(=O)(=O)c1ccc(Br)cc1)c1nc(C(F)(F)F)nc2ccccc12	19.1	-18.1	13.1	4.1	6.5	9.8	-9.2	26.2	58.3*	18.0	16.4
Cc1cc(C(=O)OCC(=O)Nc2cccc(S(=O)(=O)N(C)C)c2)c(C)o1	5.7	24.0	6.1	-0.4	-4.5	-7.1	6.7	5.3	1.4	9.4	12.4
O=C1NC[C@H](Cc2ccccc2)N(CC2CCN(CCCC3CCCC3)CC2)C1=O	-7.2	-19.8	5.1	10.6	-3.1	6.3	4.7	-14.7	-0.3	-5.1	5.7
O=C(NCCS(=O)(=O)N1CCN(c2ccccc2F)CC1)c1ccc(Cl)cc1	-3.5	-1.8	26.6	8.8	-2.8	-0.2	-3.2	8.3	-4.2	-5.1	-13.7
COc1cc(C(=O)NCCN2CCOCC2)cc(OC)c1OC	-13.1	-11.4	-12.3	3.5	0.2	0.6	11.7	13.6	14.2	-0.8	-13.2
O=C(Nc1ccc(-c2n[nH]c(=S)o2)cc1)c1ccccc1	-1.6	2.0	8.3	4.6	-5.5	-22.2	-18.9	32.6	-3.1	3.3	-6.5
CCOCCCNc1nc(=S)[nH]c2cc(OC)c(OC)cc12	0.6	16.7	0.3	0.1	1.8	9.8	-0.6	-2.5	2.3	-23.3	16.1
O=C(c1ccccc1)N1CCSc2sccc2C1=O	26.9	-5.6	7.6	-11.5	72.2*	-24.7	-63.9	22.3	-39.9	-3.6	-30.3
CC(=O)N1CCN(c2ccccc2NC(=O)COc2ccc(Br)cc2)CC1	-24.1	17.1	14.0	-7.4	5.4	-0.5	-11.4	-9.1	13.2	-24.0	-15.3
O=S(=O)(c1cccnc1)N1CCn2cccc2C1c1ccccc1F (stereo unspecified)	4.3	-20.4	3.5	-4.9	-3.3	-13.6	14.4	6.2	-28.2	-2.6	-0.2
Cn1c(SCC(=O)N/N=C/c2ccc([N+](=O)[O-])s2)nnc1-c1ccccc1	82.5	14.1	31.6	-13.8	-8.8	13.1	32.2	-2.6	-8.9	58.3*	-17.8
CC(NC(=O)CN1C(=O)NC2(CCCCCC2)C1=O)c1ccccc1 (stereo unspecified)	8.8	-3.0	-25.8	-22.9	-9.9	-6.2	0.0	7.0	-16.1	3.7	7.5
Nc1nnnn1/N=C/c1ccccc1	-23.5	-5.7	-15.6	5.9	-3.9	-2.5	4.4	-23.4	-8.1	9.7	-9.4
O=C(CSc1nnc(COc2ccccc2)o1)NCCc1ccccc1	-14.2	-5.0	-6.8	-2.8	0.8	-13.4	13.8	7.5	-11.4	0.4	5.0
COC(=O)c1cc2c(=O)c3ccccc3oc2nc1/C=C/N(C)C	11.3	7.7	23.4	-6.9	-18.4	2.2	-0.3	-24.9	-23.1	-15.1	-25.0
CCCn1c2c(c(O)c(C(=O)Nc3nccs3)c1=O)CCCC2	-7.0	-4.2	-8.8	2.0	-1.8	5.1	12.3	-2.1	0.0	-9.9	10.7
O=C(Nc1ccc2c(c1)OCCO2)N1CCOCC1	-49.8	-19.3	-2.3	-1.0	-11.2	-16.5	-5.7	11.9	-6.0	2.6	-12.8
CSc1ccc(CN2CCN(CCC(C)C)C(CCO)C2)cc1 (stereo unspecified)	6.6	-0.3	-3.0	14.6	-2.7	10.5	-1.1	-0.6	-4.6	6.5	6.9
CC(=O)Nc1c(C(=O)O)[nH]c2ccccc12	10.8	-6.8	19.4	-9.1	-0.6	-3.2	-1.1	9.8	20.2	8.2	-11.9
CCC(C)(NC(=O)Cc1c[nH]c2ccccc12)C(=O)NC1CCCCC1 (stereo unspecified)	18.7	-14.7	-16.8	4.7	-0.5	-2.8	13.3	4.6	13.9	-5.2	5.8
CCCn1c(SCC(=O)NCCc2ccccc2)nnc1-c1cccnc1	8.0	-2.4	8.7	-5.7	2.7	9.1	5.0	-0.6	5.8	0.6	13.1
Nc1nc(-c2ccc(Cl)cc2)nc(-c2ccc(Cl)cc2)n1	-4.5	23.4	-1.0	-9.1	-9.7	-8.6	0.7	-4.4	-3.9	-16.1	4.6
CCOc1cc2[nH]c(=O)n(CCCN3CCCC3=O)c(=O)c2cc1OCC	12.0	-1.1	3.4	1.9	-4.4	-0.6	11.9	5.2	1.5	-8.3	-4.7
CCCC(=O)NC(=S)Nc1ccccc1C(F)(F)F	3.1	-7.7	-13.6	4.4	-4.8	-12.1	2.5	-4.7	-12.4	-5.8	-37.8
CC1=C(C(=O)Nc2ccccc2)C(c2coc3ccccc3c2=O)C2=C(CCCC2=O)N1 (stereo unspecified)	-8.2	0.2	-25.4	-4.0	-3.0	-20.4	10.4	5.0	9.8	17.5	0.8
CC(C)Oc1ccc(/C(O)=C2/C(=O)C(=O)N(CCN(C)C)C2c2cccs2)cc1 (stereo unspecified)	-22.5	-24.3	25.5	-10.8	-9.6	-7.4	-26.2	27.4	-12.7	-15.6	10.4

Some of these compounds in order of molar mass, highest first.
SMILES	Shn3 3UTR inh	NR2F2 inh	TRAIL sens C8	KKLEB cytotox	LMP1 NFkB inh	NCOA1 inh	LRH-1 inv ag	CF NFkB block	TROY signal inh	TWEAK Fn14 block	SRC3 inh
CC1=C(C(=O)Nc2ccccc2)C(c2coc3ccccc3c2=O)C2=C(CCCC2=O)N1 (stereo unspecified)	-8.2	0.2	-25.4	-4.0	-3.0	-20.4	10.4	5.0	9.8	17.5	0.8
CCCn1c(SCC(=O)NCCc2ccccc2)nnc1-c1cccnc1	8.0	-2.4	8.7	-5.7	2.7	9.1	5.0	-0.6	5.8	0.6	13.1
CCOc1cc2[nH]c(=O)n(CCCN3CCCC3=O)c(=O)c2cc1OCC	12.0	-1.1	3.4	1.9	-4.4	-0.6	11.9	5.2	1.5	-8.3	-4.7
O=C(CSc1nnc(COc2ccccc2)o1)NCCc1ccccc1	-14.2	-5.0	-6.8	-2.8	0.8	-13.4	13.8	7.5	-11.4	0.4	5.0
CCC(C)(NC(=O)Cc1c[nH]c2ccccc12)C(=O)NC1CCCCC1 (stereo unspecified)	18.7	-14.7	-16.8	4.7	-0.5	-2.8	13.3	4.6	13.9	-5.2	5.8
COC(=O)c1cc2c(=O)c3ccccc3oc2nc1/C=C/N(C)C	11.3	7.7	23.4	-6.9	-18.4	2.2	-0.3	-24.9	-23.1	-15.1	-25.0
Nc1nc(-c2ccc(Cl)cc2)nc(-c2ccc(Cl)cc2)n1	-4.5	23.4	-1.0	-9.1	-9.7	-8.6	0.7	-4.4	-3.9	-16.1	4.6
CCCC(=O)NC(=S)Nc1ccccc1C(F)(F)F	3.1	-7.7	-13.6	4.4	-4.8	-12.1	2.5	-4.7	-12.4	-5.8	-37.8
O=C(Nc1ccc2c(c1)OCCO2)N1CCOCC1	-49.8	-19.3	-2.3	-1.0	-11.2	-16.5	-5.7	11.9	-6.0	2.6	-12.8
CC(=O)Nc1c(C(=O)O)[nH]c2ccccc12	10.8	-6.8	19.4	-9.1	-0.6	-3.2	-1.1	9.8	20.2	8.2	-11.9

Going on with the list.
SMILES	Shn3 3UTR inh	NR2F2 inh	TRAIL sens C8	KKLEB cytotox	LMP1 NFkB inh	NCOA1 inh	LRH-1 inv ag	CF NFkB block	TROY signal inh	TWEAK Fn14 block	SRC3 inh
ClC1(Cl)CC1CSc1nnc(-c2ccncc2)o1 (stereo unspecified)	-26.3	4.6	3.9	-11.6	1.8	6.5	-26.5	28.2	-7.9	12.5	-19.9
Cn1nccc1C(=O)Oc1ccc(/C=N/NC(=O)c2ccccc2O)cc1	0.2	10.8	10.7	-8.1	-3.6	-26.1	-1.3	-0.4	-19.6	17.4	-3.6
CC(c1n[nH]c(=S)n1-c1ccc(Cl)cc1)N(C)C (stereo unspecified)	-1.2	-11.9	-20.8	11.0	-3.8	1.7	16.4	-3.5	-0.1	4.5	28.0
Nc1ncccc1C(=O)OCC(=O)NC1CCCCCC1	-15.3	10.7	1.3	3.0	-5.6	-23.9	-3.1	8.1	-6.2	6.1	-16.1
CC(C)(C)c1ccc(C(=O)OCCN2CCCCC2)cc1	-11.1	17.1	-16.2	-2.6	4.6	-1.0	-15.7	2.1	-21.3	-23.8	1.3
O=C(N/N=C/C=C\c1ccccc1[N+](=O)[O-])c1ccco1	-1.3	-2.8	-6.2	3.2	-13.7	0.4	-0.8	-10.5	-6.2	4.1	-2.1
Clc1ccc(OCCn2ccnc2)cc1Cl	11.7	0.5	6.8	0.6	2.0	10.0	-10.6	0.1	5.8	-10.2	8.7
COc1ccc(Nc2c(-c3ccco3)nc3ccc(C)cn23)cc1	·	-25.8	-1.7	-2.9	-7.6	-28.3	-2.3	3.2	-24.6	-13.9	-4.7
Cc1ccccc1CN1C(=O)C(C)Sc2ccc(-c3ccco3)cc21 (stereo unspecified)	7.4	-18.5	-3.5	-1.8	·	4.3	24.4	-5.7	4.4	16.0	11.0
Cn1c2ccccc2c2cc(/C=N/NC(=O)c3cc(O)ccc3O)ccc21	-0.9	13.2	29.1	5.5	32.9	-7.5	-35.6	21.0	-31.9	-7.8	13.2

Compound activity: PubChem, several laboratories
